Bioassay records as filed in PubChem.
G9a inh = blocks human histone lysine methyltransferase G9a. G9a H3K9 monomethylation, AlphaScreen, 2 h. AID 504332. Potency, µM (series often up to 102 µM), without a hit: at the highest dose activity, negative = inhibition, most hits filed as inhibitors. hit rate 8.8% among 350,000; note: % is set by controls: 0 for no effect and ±100 for the full control effect; nearly all actives have a fitted effect of over 75% in size
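Quantitative HTS format: methyltransferase activity on a biotin-tagged H3K9 peptide is measured by AlphaScreen, using a rabbit anti-monomethyl-H3K9 antibody with streptavidin donor and anti-IgG acceptor beads. Final levels are 20 nM enzyme, 500 nM peptide, 20 uM SAM; 2 h RT.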
PGK inhibitor = inhibitors of T. brucei phosphoglycerate kinase | P07378 | hit rate 0.043% among 380,000 | PGK/GAPDH coupled, Kinase-Glo luminescence, 60 min | Potency, µM (titrated, usually from 57.5 µM), without a hit: at the highest dose activity change, negative = inhibition, usual class: inhibitors; note: % is set by controls: 0 for no effect and ±100 for the full control effect; nearly all actives have a fitted effect of over 60% in size
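Recombinant glycosomal PGK reaction used 1,3-bisphosphoglycerate generated in-well by GAPDH (100nM final) in 100mM TEA pH 7.6, 5mM MgCl2, 0.01% Tween-20. After 60 minutes at room temperature, ATP was read by Kinase-Glo Plus luminescence end-point.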
Pol iota inh = inhibitors of human DNA polymerase iota; Q9UNA4; Pol iota fluorescent replication assay, 10 min; Potency, µM (series often up to 115 µM), for the others: at the top dose activity, negative = inhibition, actives largely listed as inhibitors; hit rate 1% among 390,000; AID 588590
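Fluorescent replication assay read twice, at 0 min and 10 min after adding 50 nM (final) substrate. Enzyme (10 nM) and compounds were first incubated 15 min at room temperature; enzyme-free buffer wells were negative controls.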
JMJD2A Tudor = JMJD2A Tudor domain (human) inhibition; AlphaScreen JMJD2A-Tudor / H3K4me3 peptide binding; O75164; AID 504339; hit rate 4.4% among 390,000; Potency, µM (highest dose often 114 µM), inactives show at the highest dose activity change, negative = inhibition, usual class: inhibitors; note: % is set by controls: 0 for no effect and ±100 for the full control effect; nearly all actives have a fitted effect of over 50% in size
HP1b binding inh = blocks HP1-beta chromodomain binding to methylated histone tails | P83916 | AlphaScreen HP1-beta / biotin-H3K9me3 peptide binding | Potency, µM (series often up to 114 µM), without a hit: top-dose activity change, negative = inhibition, actives largely listed as inhibitors | hit rate 0.56% among 390,000 | AID 540317; note: nearly all actives have a fitted effect of over 70% in size; inactives centre near 23
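Compound inhibition of the preformed complex between 50 nM HP1-beta and 50 nM biotinylated H3K9me3 peptide was read by AlphaScreen. Buffer was PBS pH 7.4 with 0.01% Tween-20. Incubations ran 30 min at room temperature, with 10 ug/mL donor/acceptor beads.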
GLS inh = blocks human kidney-isoform glutaminase activity; O94925; GLS enzymatic activity, qHTS titration; Potency, µM (highest dose often 45.5 µM), for the others: at the highest dose activity change, negative = inhibition, hits mostly inhibitors; hit rate 0.21% among 410,000; note: % is set by controls: 0 for no effect and ±100 for the full control effect
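Human kidney-isoform GLS in 45 mM KH2PO4 pH 8.2, 0.02% Tween-20, with compound, started with 1mM L-Glutamine (added stock). Glutamate oxidase/HRP/Amplex red coupled fluorescence read at start and after 30 min at RT.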
Pin1 inh = inhibitors of human Pin1; Pin1 FP peptide displacement, HiFluor488, 10 min; Potency, µM (series often up to 115 µM), inactives show at the highest dose activity, negative = inhibition, usual class: inhibitors; hit rate 0.009% among 390,000; AID 504891; active = well fitted inhibition curve with a large enough effect in the polarisation, with a control signal flat, not every such curve was filed as active; inconclusive = small, poorly fitted or top-dose-only effect, or effect the other way, or a change in a side signal; inactive = no such curve, though single readings can be large or run the other way; the % refers to the polarisation; note: % is set by controls: 0 for no effect and ±100 for the full control effect
BAZ2B block = inhibitors of human BAZ2B bromodomain. Q9UIF8. AlphaScreen BAZ2B-H3K14Ac peptide displacement. Potency, µM (series often up to 114 µM), for inactives: at the highest dose activity change, negative = inhibition, most hits filed as inhibitors. hit rate 4.4% among 360,000. AID 504333; note: % is set by controls: 0 for no effect and ±100 for the full control effect; nearly all actives have a fitted effect of over 60% in size
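Protein-peptide AlphaScreen: BAZ2B 50 nM, b-H3K14Ac 50 nM, 1x PBS pH 7.4 + 0.01% Tween-20. Preincubation 30 min RT; cpd 30 min RT (top 110 uM); beads 20 min RT, light-protected.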
BLM helicase inh = Bloom syndrome helicase (human) inhibition; P54132; recombinant BLM DNA unwinding, fluorescence dequenching; Potency, µM (doses to about 56.1 µM), inactives show at the highest dose activity change, negative = inhibition, actives largely listed as inhibitors; hit rate 0.2% among 350,000; AID 2528;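 note: plate controls were vehicle for no effect and no enzyme for full effect; nearly all actives have a fitted effect of over 35% in size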
Target sequence (P54132 whole entry, looked up): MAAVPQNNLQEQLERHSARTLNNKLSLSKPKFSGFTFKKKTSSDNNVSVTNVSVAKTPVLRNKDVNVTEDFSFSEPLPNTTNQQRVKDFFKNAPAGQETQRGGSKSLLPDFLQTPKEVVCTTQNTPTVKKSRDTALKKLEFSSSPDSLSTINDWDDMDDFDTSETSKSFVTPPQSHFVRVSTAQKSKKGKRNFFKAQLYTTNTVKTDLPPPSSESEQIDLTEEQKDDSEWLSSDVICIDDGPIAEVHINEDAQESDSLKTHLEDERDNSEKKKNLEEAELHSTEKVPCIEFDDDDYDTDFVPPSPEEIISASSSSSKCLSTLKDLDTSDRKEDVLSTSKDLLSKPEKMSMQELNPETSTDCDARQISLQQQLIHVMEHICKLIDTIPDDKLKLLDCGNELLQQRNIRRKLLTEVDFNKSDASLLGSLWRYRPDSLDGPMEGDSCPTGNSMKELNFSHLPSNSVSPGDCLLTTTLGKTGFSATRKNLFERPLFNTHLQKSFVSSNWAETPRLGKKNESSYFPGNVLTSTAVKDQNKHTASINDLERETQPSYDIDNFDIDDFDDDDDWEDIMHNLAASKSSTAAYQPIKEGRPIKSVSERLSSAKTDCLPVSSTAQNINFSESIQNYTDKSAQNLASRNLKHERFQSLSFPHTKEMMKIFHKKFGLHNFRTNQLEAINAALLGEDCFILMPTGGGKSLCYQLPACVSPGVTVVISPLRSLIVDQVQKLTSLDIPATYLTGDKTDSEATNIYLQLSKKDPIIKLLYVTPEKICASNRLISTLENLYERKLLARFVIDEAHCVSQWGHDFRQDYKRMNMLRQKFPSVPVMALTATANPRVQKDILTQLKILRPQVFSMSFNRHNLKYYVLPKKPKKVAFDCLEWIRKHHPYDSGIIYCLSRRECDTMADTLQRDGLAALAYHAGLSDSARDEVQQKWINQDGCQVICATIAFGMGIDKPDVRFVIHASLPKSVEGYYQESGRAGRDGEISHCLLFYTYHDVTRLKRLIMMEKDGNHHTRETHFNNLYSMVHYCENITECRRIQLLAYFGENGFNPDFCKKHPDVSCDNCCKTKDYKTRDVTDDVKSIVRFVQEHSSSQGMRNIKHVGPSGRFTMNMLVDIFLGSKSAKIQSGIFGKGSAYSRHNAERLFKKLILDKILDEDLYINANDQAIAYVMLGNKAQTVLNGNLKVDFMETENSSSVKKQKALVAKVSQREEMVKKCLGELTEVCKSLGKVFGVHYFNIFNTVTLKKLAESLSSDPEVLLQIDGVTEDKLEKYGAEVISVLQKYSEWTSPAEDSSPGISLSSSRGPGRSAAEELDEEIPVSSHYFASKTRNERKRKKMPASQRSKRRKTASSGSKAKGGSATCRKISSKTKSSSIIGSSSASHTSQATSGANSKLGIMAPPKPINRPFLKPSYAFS
* = called active by the depositor; i = inactive; u = inconclusive; x = not tested or not shown; & = joins results of further samples; [ ] = remark or other dose. Unless noted, calls come from the whole dose curve; as a rule, active = well fitted curve in the direction sought with a large enough effect; inconclusive = small, poorly fitted or top-dose-only effect, or another doubt; inactive = no such curve, though single readings can be large; an effect the other way counts as inactive or inconclusive. Potency is the fitted concentration of half-maximal effect. This is a subset; count on the stated rates, not on these rows.

Start of the data: the first eight entries (preview)
nr | molecule | G9a inh | PGK inhibitor | Pol iota inh | JMJD2A Tudor | HP1b binding inh | GLS inh | Pin1 inh | BAZ2B block | BLM helicase inh
1 | O=S(=O)(Nc1ccc2c(c1)OCO2)c1ccc(F)c(F)c1 | -13%[59 µM] | -1% | -18% | -19% | 29% | 17% | -7% | 5% | x
2 | O=C(Nc1cccc(Cl)c1)Nc1ccccc1NS(=O)(=O)c1cccs1 | 14%[59 µM] | -2% | 22% | -17% | 9% | 3% | 14% | -12% | -9%
3 | CN1C(=O)CC(N2CCN(c3ccccn3)CC2)C1=O (centres undefined) | 9%[59 µM] | -4% | 19% | 3% | 33% | 5% | -1% | 9% | -3%
4 | CCC(C)c1ccc(NC(=O)Nc2cccnc2)cc1 (centres undefined) | 54%[activator] | 0% | 57%[activator] | -27% | 31% | -2% | -10% | -24% | -5%
5 | CCCCN(CC)CCCNC(=O)c1cc2c(=O)n(CC)c3ccccc3c2s1 | 6% | 0% | 4% | -18% | 14%[57 µM] | u | 8% | -16% | 53%[activator]
6 | CC(C)(C)NC(=O)C(c1ccccn1)N(C(=O)c1ccc2c(c1)OCCO2)C1CCCC1 (centres undefined) | -32%[12.7 µM] | i | -14% | -9% | 54%[activator] | -5% | -3% | 6% | -10%
7 | CN(CCc1ccccc1)c1ccc([N+](=O)[O-])cn1 | x | 3% | 22% | -4% | 36% | -2% | -4% | 10% | -2%
8 | CN(C)C(CNC(=O)c1ccccc1C(F)(F)F)c1ccco1 (centres undefined) | 18% | -9% | -19% | -15% | 10% | 24% | 0% | -11% | -3%

The list itself, previewed entries included:
nr | molecule | G9a inh | PGK inhibitor | Pol iota inh | JMJD2A Tudor | HP1b binding inh | GLS inh | Pin1 inh | BAZ2B block | BLM helicase inh
1 | O=S(=O)(Nc1ccc2c(c1)OCO2)c1ccc(F)c(F)c1 | -13%[59 µM] | -1% | -18% | -19% | 29% | 17% | -7% | 5% | x
2 | O=C(Nc1cccc(Cl)c1)Nc1ccccc1NS(=O)(=O)c1cccs1 | 14%[59 µM] | -2% | 22% | -17% | 9% | 3% | 14% | -12% | -9%
3 | CN1C(=O)CC(N2CCN(c3ccccn3)CC2)C1=O (centres undefined) | 9%[59 µM] | -4% | 19% | 3% | 33% | 5% | -1% | 9% | -3%
4 | CCC(C)c1ccc(NC(=O)Nc2cccnc2)cc1 (centres undefined) | 54%[activator] | 0% | 57%[activator] | -27% | 31% | -2% | -10% | -24% | -5%
5 | CCCCN(CC)CCCNC(=O)c1cc2c(=O)n(CC)c3ccccc3c2s1 | 6% | 0% | 4% | -18% | 14%[57 µM] | u | 8% | -16% | 53%[activator]
6 | CC(C)(C)NC(=O)C(c1ccccn1)N(C(=O)c1ccc2c(c1)OCCO2)C1CCCC1 (centres undefined) | -32%[12.7 µM] | i | -14% | -9% | 54%[activator] | -5% | -3% | 6% | -10%
7 | CN(CCc1ccccc1)c1ccc([N+](=O)[O-])cn1 | x | 3% | 22% | -4% | 36% | -2% | -4% | 10% | -2%
8 | CN(C)C(CNC(=O)c1ccccc1C(F)(F)F)c1ccco1 (centres undefined) | 18% | -9% | -19% | -15% | 10% | 24% | 0% | -11% | -3%
9 | O=C(COC(=O)c1cc(S(=O)(=O)N2CCOCC2)ccc1Cl)NC1CC1 | 4%[12.7 µM] | i | 31% | -9% | 34%[activator] | -7% | -5% | 8% | x
10 | O=C(Oc1ccc(=O)n(-c2ccccc2)n1)c1ccc(F)cc1 | u | 0% | -3% | -5% | 75%[activator] | 1% | 3% | -27% | 1%
11 | Cn1c(CNC(=O)c2ccccc2F)nnc1SCc1ccc(F)cc1 | 6%[59 µM] | 1% | -12% | -6% | 31% | -3% | 1% | 27% | 3%
12 | CC(C)C(NC(=O)c1ccccc1)C(=O)NC1CCCc2ccccc21 (centres undefined) | 15%[2.33 µM] | -3% | 1% | 3% | 33% | -2% | 2% | 8% | x
13 | CC(=O)N1CCc2c(sc(NC(=O)CSc3ccccc3)c2-c2nc3ccccc3s2)C1 | 39%[59 µM] | 1% | u | -4% | 32%[activator] | 18% | u | 10% | -5%
14 | Clc1ccc(CSc2nc(NCCc3ccccc3)c3ccccc3n2)cc1 | 0%[59 µM] | -8% | 19% | -7% | 26% | 2% | -1% | 7% | -3%
15 | CCN(C(=O)CN1C(=O)/C(=C/c2ccccc2)SC1=S)C1CCS(=O)(=O)C1 (centres undefined) | 3%[59 µM] | 0% | 2% | -6% | 27% | -10% | 4% | -16% | -6%
16 | Cc1ccc(S(N)(=O)=O)cc1NC(=O)C1CC2CCC1C2 (centres undefined) | 23% | i | u | -10% | 6% | 0% | -6% | 5% | 1%
17 | CC(=O)OCCC(C)C | x | 0% | -11% | -18% | 12% | 2% | -1% | x | x
18 | O=C(COC(=O)C12CC3CC(CC(C3)C1)C2)Nc1ccc([N+](=O)[O-])cc1Cl | -7%[59 µM] | 1% | 3% | -17% | -11% | 4% | 1% | -9% | 0%
19 | Cc1cc(C)nc(NC(=O)c2ccc(C)c([N+](=O)[O-])c2)n1 | -17%[59 µM] | -1% | 13% | -11% | 21% | -1% | 1% | 5% | -1%
20 | CN1C(=O)Cc2cc(S(=O)(=O)NCCc3ccccc3)ccc21 | 11% | i | 51%&19%[activator] | -7%&-20% | 28%&10% | -9%&-4% | -2%&7% | -5%&0% | -1%&-1%
21 | COc1ccc(/C=N/NC(=O)c2sc(C)nc2C)cc1 | 0% | -1% | 35%[activator] | -18%[57.1 µM] | 11% | -8% | 3% | -4% | -1%
22 | O=C(c1ccc(Cn2c(=S)[nH]c3ccc(N4CCOCC4)cc3c2=O)cc1)N1CCC(N2CCCCC2)CC1 | 40µM* | 5% | 86%[activator] | -21% | 12% | -11% | 8% | -37% | -11%
23 | COc1cccc(/C=N/n2c(-c3cc(C)[nH]n3)n[nH]c2=S)c1 | 2.5µM* | -11% | 1% | 3.2µM* | u | u | -15% | -34% | -1%
24 | CC1CC=CC2C1C(=O)N(Cc1ccccc1)C2c1ccc2ccccc2c1Br (centres undefined) | x | x | u | -6% | 21% | x | -4% | x | -9%
25 | Cc1cc(C)cc(NC(=O)c2ccc3c(c2)nnn3C2CCCC2)c1 | 4%[59 µM] | -5% | -7% | -12% | 15% | -12% | -5% | 3% | 0%
26 | CS(=O)(=O)N(CC(=O)N1CCCCC1)C1CCCCC1 | -1% | -3% | 1% | 1% | 43%[activator] | 6% | 1% | -2% | 1%
27 | Cc1c(N(C)S(=O)(=O)c2ccc(Cl)c(C(=O)NCC3CCCO3)c2)c(=O)n(-c2ccccc2)n1C (centres undefined) | x | i | 15% | -3% | 32% | 3% | 3% | x | x
28 | O=C(CNC(=O)N1CC(=O)Nc2ccccc21)NCc1ccc(Cl)cc1 | x | -7% | 43%[activator] | -18% | 18% | -10% | 0% | 79µM* | 3%
29 | COc1ccc(/C(O)=C2/C(=O)C(=O)N(CCCC(=O)O)C2c2ccc(OC)cc2)cc1 (centres undefined) | -19% | 5% | 1% | 45µM* | 6% | 12% | -14% | u | 0%
30 | COc1ccc2sc(-c3ccc(S(C)(=O)=O)cc3)c(-c3ccc(SC)cc3)c2c1 | x | -2% | 3% | -26% | 36%[activator] | -1% | 25% | x | x
31 | CCOC(=O)C1CSC2(CCC(c3ccccc3)CC2)N1 (centres undefined) | -5% | -3% | 22% | 6% | 29% | 5% | 5% | -16% | -7%
32 | CCOC(=O)C1CCN(C(=O)CCc2ccccc2)CC1 | 1%[12.7 µM] | -1% | u | -5%[11.4 µM] | 63%[activator] | 1% | -4% | -5% | -4%
33 | Cc1ccc(NC(=O)CN(C)S(=O)(=O)c2ccc(Br)s2)cc1F | 3% | 3% | 181%[activator] | 7% | 43% | -18% | -8% | 2% | 0%
34 | COC(=O)C1=C[C@@H](C(=O)OC)C2C3=C(C(=O)C24CCCCC4)[C@H](C)n2c(=O)n(C)c(=O)n2[C@@H]3C1 (some centres undefined) | x | -5% | 37%&47%[activator] | -26%&-8% | 6%&35% | 3% | -5%&-5% | x | -1%
35 | NC(=O)C1CCN(CCC(=O)Nc2cccc(Cl)c2)CC1 | 8% | -12% | 13% | 1% | 15% | 11% | -4% | 0% | 1%
36 | CCc1nnc(NC(=O)CCC(=O)NC2CCCCC2)s1 | -9% | -1% | 8% | 4% | 30% | -4% | -3% | -23% | 2%
37 | CN1CCN(C(c2cccs2)c2nnnn2Cc2ccc(F)cc2)CC1 (centres undefined) | -42% | -1% | 93%[activator] | -10% | 20% | -4% | 0% | -16% | 4%
38 | CN(C)c1ccc(N=Nc2ccccc2C(=O)OCC(=O)NCC2CCCCC2)cc1 | 7.9µM* | -10% | 12% | 7.9µM* | u | 5% | 10% | 8.9µM* | -18%
39 | COc1ccc(NC(=O)c2sc3nc4n(c(=O)c3c2C)CCC4)cc1Cl | 5%[59 µM] | i | 68%[activator] | -8% | 53% | -15% | 0% | -18% | 3%
40 | CC1(C)CC(=O)C(=Cc2cn(CCC#N)nc2-c2ccc(Cl)cc2)C(=O)C1 | u | i | u | -9% | 76%[activator] | 1% | 3% | -7% | 0%
41 | CC(=O)Nc1cccc(Oc2ncnc3scc(-c4ccc(C(C)C)cc4)c23)c1 | 15%[59 µM] | -1% | -2% | u | -3% | -1% | 5% | -30% | -14%
42 | COc1ccc(N2CCN(C(=O)CCS(=O)(=O)c3ccc(C)cc3)CC2)cc1 | 50µM* | -4% | -10% | -28% | -12% | 26% | -4% | u | -4%
43 | CC(C)Nc1ccc(-n2nc3ccccc3[n+]2[O-])cc1 | 12% | -3% | 119%[activator] | -13% | 11% | -1% | 5% | 3% | -4%
44 | CC(=O)[C@@H]1[C@@H](C)N(Cc2ccccc2)C(=O)N[C@H]1c1ccccc1 | x | -11% | 7% | -18% | 19% | 2% | -5% | x | 2%[12.4 µM]
45 | O=C(CSc1nc2ccccc2c(=O)n1Cc1ccco1)N1CCCCCC1 | -43%[59 µM] | -2% | -3% | u | 51%[activator] | 2% | 4% | -30% | -5%
46 | CC(=O)c1ccc(N2CCN(S(=O)(=O)c3ccc4[nH]c5c(c4c3)CCCC5)CC2)cc1 | u | -2% | 13% | u | -16% | 1% | 30%[activator] | -37% | -8%
